# Bioassay records: PubChem BioAssay, several laboratories
# Cardio protect: myocardial damage modulation in H9c2 cells; H9c2 cardiomyocytes, H2O2 injury protection, ATPLite, 2 h; protection from H2O2 cell death, % at 20 µM; hit rate 0.63% among 360,000;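 active means compounds giving at least 50% protection of heart cells from peroxide-induced death in the single-dose screen, raw or plate-pattern-corrected value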;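 further: 0% = DMSO wells with peroxide and 100% = DMSO wells without peroxide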
# Exocytosis inh: lytic granule exocytosis inhibition; TALL-104 LAMP-1 surface exposure, flow cytometry; cells stimulated with thapsigargin and PMA; hit rate 0.66% among 360,000; inhibition, % at 10 µM;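 active means inhibition above about 55%, limit read from the data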
# m5-HT2A agonist: agonists of mouse serotonin 5-HT2A receptor (HTR2A) | hit rate 0.66% among 360,000 | activation, % at 7.6 µM | P35363 | CHO-K1 mHTR2A beta-arrestin complementation, luminescence; percent of 30 µM serotonin response;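 active means activation above a run cutoff, the mean activation of all tested compounds plus 3 SD, cut at about 14% in these data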;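 further: 0% = plate median of compound wells and 100% = 30 µM serotonin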
# ABCB6 inh 2: inhibitors of human ABC transporter ABCB6. fluorescence ratio to DMSO, % at 10 µM. hit rate 0.19% among 360,000. K562-ABCB6 porphyrin accumulation, flow cytometry, 1 h; stronger effect = lower value. AID 602162;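 active means fluorescence ratio to DMSO below 75%, the collection mean minus 3 SD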;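 further: signal is porphyrin accumulated inside mitochondria; 100% equals median channel fluorescence of DMSO control wells; lower ratio means ABCB6 inhibition with less porphyrin fluorescence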
# Target sequence (Q9NP58 whole entry, looked up): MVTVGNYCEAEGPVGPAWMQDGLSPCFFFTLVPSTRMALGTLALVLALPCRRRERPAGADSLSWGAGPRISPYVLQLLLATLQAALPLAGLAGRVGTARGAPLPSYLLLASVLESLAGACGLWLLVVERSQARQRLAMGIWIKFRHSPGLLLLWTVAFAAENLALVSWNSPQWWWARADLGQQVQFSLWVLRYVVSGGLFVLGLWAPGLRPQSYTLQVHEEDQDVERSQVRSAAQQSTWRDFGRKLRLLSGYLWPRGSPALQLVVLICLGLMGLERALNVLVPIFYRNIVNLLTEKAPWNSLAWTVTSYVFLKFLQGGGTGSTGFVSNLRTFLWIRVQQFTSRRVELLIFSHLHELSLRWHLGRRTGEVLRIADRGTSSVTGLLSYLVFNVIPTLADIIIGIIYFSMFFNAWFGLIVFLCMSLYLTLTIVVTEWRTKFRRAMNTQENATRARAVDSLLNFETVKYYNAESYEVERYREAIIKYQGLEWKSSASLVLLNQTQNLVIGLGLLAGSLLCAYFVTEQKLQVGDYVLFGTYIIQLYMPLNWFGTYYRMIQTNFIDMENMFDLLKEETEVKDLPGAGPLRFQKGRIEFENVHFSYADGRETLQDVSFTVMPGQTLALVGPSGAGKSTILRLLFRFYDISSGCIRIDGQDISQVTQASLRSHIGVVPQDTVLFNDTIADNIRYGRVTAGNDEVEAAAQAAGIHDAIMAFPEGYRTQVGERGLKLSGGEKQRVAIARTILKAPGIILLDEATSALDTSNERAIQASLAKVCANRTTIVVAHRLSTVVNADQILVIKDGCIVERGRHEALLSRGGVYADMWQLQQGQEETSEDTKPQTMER
# Glyco luc inh: blocks N-linked glycosylation in D54 reporter cells | D54 ERlucT glycosylation luciferase reporter, 24 h; percent of 100 nM tunicamycin response | reporter increase, % at 12.5 µM | hit rate 0.23% among 360,000 | AID 588692;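 active means mean luciferase reporter signal, scaled so untreated is 0 and the glycosylation-blocking control 100, at or above a set limit in every replicate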;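 further: luciferase carries N-glycosylation sites so blocking glycosylation raises the light; 0% = median of neutral control wells and 100% = median of 100 nM tunicamycin wells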
# MC4R ag barr: agonists of human melanocortin 4 receptor (MC4R) beta-arrestin; U2OS MC4R beta-arrestin complementation, luminescence; percent of melanotan II response, DMSO zero; activation, % at 8.9 µM; hit rate 0.98% among 360,000;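 active means activation above a per-plate cutoff, the mean activation of sample wells on that plate plus 3 SD, cut at about 8% in these data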
# MC4R antag cAMP: human MC4R antagonism in cAMP assay | P32245 | MC4R-expressing cells, MTII-stimulated cAMP, LANCE TR-FRET | inhibition, % at 6.5 µM | hit rate 0.48% among 360,000;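 active means inhibition above its plate's cutoff, the mean of tested wells on that plate plus 3 SD, cut at about 29% in these data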;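 further: 0% = Melanotan II alone and 100% = Melanotan II plus saturating MCL0020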
#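 Material: U2OS-MC4R stable cell line | Reagent: Melanotan II challenge after compound preincubation | Doses: One concentration, 6.5 µM nominal | Incubation: 30-min compound preincubation, 1-h Melanotan II challenge, 1-h detection, room temperature | Signal: TR-FRET cAMP assay | Replicates: One well per compound, no replicates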
# PDI inh: blocks human protein disulfide isomerase activity. PDI insulin aggregation turbidity, A650, 90 min. inhibition, % at 10 µM. hit rate 0.052% among 350,000. AID 588391;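 active means mean inhibition across replicates of 30% or more, whatever share of single replicates reach that level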;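 further: absorbance from insulin aggregation driven by PDI reduction with DTT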
# ABHD5 PLIN5 PPI: blocks binding of human ABHD5 to perilipin-5 | Q00G26+Q8WTS1 | Split G. princeps luciferase complementation, luminescence, 4 h | inhibition, % at 4 µM | hit rate 0.78% among 360,000;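 active means inhibition above the mean inhibition across every tested compound plus 3 SD, cut at about 22% in these data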;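 further: 0% = DMSO only wells and the 100% control is not disclosed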
# CaV13 FRET inh: Disruptors of the CACNA1D IQ motif to Ca2+-dependent inactivation inhibitor domain association, primary screening, Förster resonance energy transfer in intact living …; HEK cells, CFP/YFP FRET ICDI-IQ, plate reader, 10 min; percent FRET-ratio fall versus neutral wells; inhibition, % at 12.3 µM; hit rate 0.098% among 340,000; AID 743397;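 active means mean replicate inhibition of at least 30% and at least 1% of replicates passing that level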;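 further: 0% = median of the neutral control wells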
# Active calls of the source: *; / = no result given.
SMILES,Cardio protect,Exocytosis inh,m5-HT2A agonist,ABCB6 inh 2,Glyco luc inh,MC4R ag barr,MC4R antag cAMP,PDI inh,ABHD5 PLIN5 PPI,CaV13 FRET inh
CCN1N=C(c2cc(Cl)sc2Cl)CSC1=O,-2.7,-2.5,-3.6,85.0,-0.8,7.4,-5.9,-9.7,-5.8,/
O=C1c2cccnc2C(=O)N1CNc1ccc(Cl)cc1,2.8,0.5,13.7,90.0,3.2,-1.7,4.5,2.0,2.3,4.6
CC1(C)CC(=O)c2cc(O)ccc2O1,0.9,-1.3,-0.2,96.0,3.0,-2.0,-4.2,7.2,3.7,-4.8
COc1ccc(NCC(=O)N/N=C(\C)c2cc3ccccc3o2)cc1,-15.4,-0.3,-2.3,101.0,2.1,-2.2,-8.8,0.3,2.5,-4.9
Cc1ccc(C(=O)Oc2cc(N)n(S(=O)(=O)c3ccc(C)cc3)n2)cc1,11.2,-12.7,-2.6,101.0,-0.6,3.7,8.2,-3.6,5.7,3.2
N#Cc1cccc(Cn2cc(C(F)(F)F)ccc2=O)c1,-0.1,-5.0,7.8,98.0,0.2,-0.4,1.5,-3.8,-8.5,-4.4
O=C(CN1C(=O)CC(c2ccccc2)S(=O)(=O)c2ccccc21)NC1CCCC1 (centres undefined),0.2,-0.2,0.2,89.0,1.1,-2.6,-1.3,0.0,-1.6,0.3
COC(=O)C1=C(C(=O)OC)C2(OC1c1ccccc1C)C(=O)c1ccccc1C2=O (centres undefined),15.3,0.9,13.6,96.0,0.5,-0.1,-3.5,12.6,-0.7,/
COc1ccc(OC)c(NC(=S)N2CCN(C(=O)C3CCCO3)CC2)c1 (centres undefined),4.1,0.9,1.2,94.0,1.3,-2.8,3.6,-4.5,-1.0,-3.1
O=C(NCCCCNC(=O)c1ccccc1Cl)c1ccccc1Cl,-0.2,-5.2,-1.9,100.0,0.1,2.2,8.3,-2.5,2.9,-3.0
O=C(NC(c1ccc(F)cc1)c1ccc2ccccc2n1)C1CCN(Cc2cccc(C(F)(F)F)c2)CC1 (centres undefined),-7.7,11.7,-6.2,92.0,-7.8,1.7,18.8,-0.9,2.9,-4.7
CN(CC(=O)Nc1cccc(F)c1)C(=O)c1cccc(N2C(=O)CCC2=O)c1,0.6,6.6,2.1,95.0,4.3,1.0,-2.1,18.4,1.9,-5.4
Cc1nc2cc(Nc3nnc(-c4ccccc4)c4ccccc34)ccc2n1C,-19.7,-2.1,-1.3,100.0,-7.7,-3.1,-3.4,-21.1,8.3,/
COc1ccc(C)cc1NS(=O)(=O)c1ccc2c(c1)N(C(C)=O)CCO2,3.0,-0.9,2.4,99.0,-1.0,-0.2,1.1,9.3,-4.1,-1.7
C/C(=N\S(=O)(=O)c1ccc(C)cc1)N1CCN(S(=O)(=O)c2ccccc2)C1,-3.4,3.1,-4.8,99.0,-2.4,1.3,1.1,-2.6,6.6,-5.4
O=C(COC(=O)c1ccc(F)cc1Cl)NC1CC1,2.5,-1.7,5.9,94.0,2.0,-0.1,3.2,-3.5,-4.0,-5.8
O=C(c1ccccc1)c1ccc(OCC(O)CNCc2ccc(F)cc2)cc1 (centres undefined),0.1,31.0,-2.9,252.0,-2.9,2.7,9.9,-1.2,3.9,-13.9
NC(=O)CC[C@H](NC(=O)c1ccc(F)cc1)C(=O)OCC(=O)NCc1ccc2c(c1)OCO2,0.8,7.7,-2.9,99.0,1.3,-1.2,-3.0,2.8,-1.4,-5.1
Cc1cc(C(=O)NNC(=S)NCC(C)C)no1,-1.8,0.0,0.2,98.0,1.0,-0.2,5.7,5.2,-5.3,-7.2
O=C(NNC1=Nc2cc([N+](=O)[O-])ccc2OC1)c1ccccc1Cl,17.6,-2.1,0.9,95.0,3.0,-1.7,-3.9,-4.2,-5.5,-6.3
COCCSc1nnc(NC(=O)C2CCCO2)s1 (centres undefined),3.1,-1.5,-2.7,101.0,-2.0,-1.7,13.1,5.5,-3.9,/
O=c1c2cc(Cl)ccc2nc(-c2ccc([N+](=O)[O-])cc2)n1O,7.1,-4.0,5.4,93.0,2.7,-2.2,2.9,5.9,0.0,-5.0
O=C(Nc1ccc(F)cc1)N1CCCN(c2ccc(C(F)(F)F)cn2)CC1,-4.0,1.8,-3.2,103.0,1.0,0.3,3.6,2.4,6.2,-3.8
Cc1c(N2C(=O)/C(=C/c3ccccc3)SC2=S)c(=O)n(-c2ccccc2)n1C,0.2,0.8,-3.1,93.0,-2.0,-0.3,-7.4,3.6,-10.7,-4.1
Cc1ccc(S(=O)(=O)N2CCN(c3nn(C)c(=O)n(C)c3=O)CC2)cc1C,2.4,-3.0,1.1,96.0,3.8,-0.4,4.5,1.6,0.8,-16.5
CN(C)CCN(Cc1ccccc1)c1ccccn1,3.3,-3.2,-8.5,98.0,0.6,0.6,10.8,-2.2,1.9,-5.1
Cc1ccc(-c2nnc(CSc3nnc(COc4ccccc4)n3-c3ccc(C)cc3)o2)cc1,-8.1,76.0*,-10.2,98.0,-2.1,3.4,3.5,-4.7,7.8,-4.9
Cc1ccc(C)c(NC(=O)c2ccc3ccccc3n2)c1,-29.8,-9.0,3.9,99.0,-11.2,-0.7,-2.4,-4.6,4.5,0.9
Cc1ccc(-n2ncc(C(=O)NCc3ccc4c(c3)OCO4)c2NC(=O)c2ccco2)cc1C,-9.2,0.3,-6.5,102.0,-2.3,-0.8,5.6,9.5,-0.2,-2.9
Cc1ccc(CSc2nc3c(cc2C#N)CCC3)cc1,-1.8,-5.4,-1.0,110.0,-5.3,-0.3,-3.6,-7.5,0.5,/

# 3 entries from above, arranged by their value in ABHD5 PLIN5 PPI, lowest first.
SMILES	ABHD5 PLIN5 PPI
O=C(NNC1=Nc2cc([N+](=O)[O-])ccc2OC1)c1ccccc1Cl	-5.5
O=C(COC(=O)c1ccc(F)cc1Cl)NC1CC1	-4.0
NC(=O)CC[C@H](NC(=O)c1ccc(F)cc1)C(=O)OCC(=O)NCc1ccc2c(c1)OCO2	-1.4

# Next section
SMILES,Cardio protect,Exocytosis inh,m5-HT2A agonist,ABCB6 inh 2,Glyco luc inh,MC4R ag barr,MC4R antag cAMP,PDI inh,ABHD5 PLIN5 PPI,CaV13 FRET inh
CCCn1c(NC(=O)C2CCN(S(=O)(=O)c3cccs3)CC2)nc2ccccc21,25.6,0.9,3.7,93.0,8.6,-0.9,5.0,-3.3,-4.0,/
COC(=O)CSc1nnc(-c2ccc(S(=O)(=O)NCc3ccccc3Cl)cc2)o1,-17.6,49.7,-1.6,97.0,2.5,1.5,36.1*,-1.6,-9.7,-2.8
Cn1c(=O)n(/N=C/c2ccccc2)c2ccccc21,0.4,-1.0,1.9,98.0,2.1,-3.6,1.9,-13.1,-2.2,-2.2
O=C(CN1CCN(c2ccccc2)CC1)Nc1nccs1,14.3,0.7,-3.9,99.0,0.4,-1.1,0.7,1.3,-0.1,-3.8
CCn1c(SCC(=O)NC2CCCC2)nnc1-c1c[nH]c2ccccc12,-5.1,-6.0,-6.1,94.0,0.2,0.4,13.3,/,1.1,-5.5
COC(=O)CNC(c1ccccc1)c1cc(Br)ccc1N (centres undefined),3.9,-0.1,6.3,94.0,0.0,2.3,31.5*,-3.3,4.1,-4.7
COc1ccc(/C=C2/C(=O)N(c3ccccc3)N=C2C)cc1,5.9,-5.3,-2.8,101.0,2.6,-0.8,-5.1,10.6,-23.1,/
CC(C)(C)NC(=O)/C(=C\c1ccccc1F)NC(=O)c1ccc([N+](=O)[O-])cc1,-4.5,-3.0,-0.6,99.0,1.5,-1.8,2.3,0.7,-2.3,1.4
N#CC(C(N)=O)=C1CCCCC1,9.9,7.0,1.0,104.0,3.1,-1.4,12.8,8.7,1.7,-4.9
CS(=O)(=O)n1c2ccccc2c(=O)n1-c1ccccc1CCl,4.7,-2.8,10.3,99.0,-3.1,/,/,/,-1.8,-5.5
CN(C)Cc1c(C(=O)N/N=C/c2ccco2)nnn1-c1nonc1N,-2.1,-0.4,-0.9,97.0,2.3,-0.5,-3.8,7.2,-14.6,-2.1
CCN(Cc1ccccc1)C(=O)c1cc(-c2ccc(OC)c(OC)c2)nc2ccccc12,19.1,6.5,0.9,102.0,-1.3,1.5,11.9,1.9,-2.5,-2.1
Cc1ccc(/C=C2\SC(=S)N(CCC(=O)NNS(=O)(=O)c3ccc(C)cc3)C2=O)cc1,-11.8,-5.9,2.2,102.0,-1.8,-1.2,0.1,10.2,4.7,-5.5
Cn1c(=O)n(C)c2cc(S(=O)(=O)NCCOCCO)ccc21,1.8,0.4,-3.1,102.0,1.1,-1.8,1.3,5.2,2.7,-5.4
Cc1cc(C)n2nc(SCC3COc4ccccc4O3)nc2n1 (centres undefined),-0.4,-2.7,-0.3,98.0,-1.3,-0.5,-2.6,1.2,-7.6,-4.0
CCCCc1nc2cc(C(=O)N3CCC(OCCOC)CC3)ccc2o1,-3.2,-1.1,0.7,101.0,3.4,-2.9,3.3,-0.8,-1.4,0.5
CCC1(C)CC(C(CC(=O)O)c2ccc(C)cc2)CCO1 (centres undefined),3.7,-1.1,0.2,99.0,-1.3,-1.4,1.6,0.4,4.0,-13.0
COc1ccccc1CN(Cc1cc2cc(C)ccc2[nH]c1=O)Cc1nnnn1CC1CCCO1 (centres undefined),30.1,-1.3,-0.6,92.0,-0.8,-1.6,2.3,13.1,-7.9,-5.0
Cc1onc(-c2c(F)cccc2Cl)c1C(=O)NCCCN1CCOCC1,10.8,-1.8,-2.2,99.0,-0.6,0.1,1.5,-2.8,2.2,-4.3
N#Cc1nc(-c2ccc(F)cc2)oc1NCc1ccco1,-9.1,-6.9,5.3,98.0,-1.7,0.5,-1.5,-4.4,10.1,-17.5
COc1cc(C(=O)Nc2cccnc2)cc(OC)c1OC,16.0,0.0,-1.8,102.0,4.2,-1.0,1.4,9.8,-3.1,-6.0
COC(=O)[C@]1(C)N[C@H](CN(C)C(=O)Nc2ccc(F)cc2)[C@@H]2C(=O)N(C)C(=O)[C@@H]21,-2.9,-2.1,-4.8,97.0,1.1,-1.8,6.5,-8.8,8.0,-3.7
COc1ccccc1-n1nnnc1SCC(=O)NCC1CCCO1 (centres undefined),0.0,-0.9,6.4,96.0,0.0,0.1,18.3,3.1,0.7,-5.1
COC(=O)c1ccc(NC(=O)CCCCCn2nnc3ccccc3c2=O)cc1,-2.9,2.9,-5.2,104.0,-1.8,0.5,20.0,-13.5,-3.9,-4.3
C=CCc1ccccc1OCCNCCCOC,-1.8,0.9,-4.4,101.0,1.3,-1.5,1.6,2.2,-7.7,-4.5
CN(C)/C=C1\N=C(c2cccs2)OC1=O,-2.9,-4.0,5.3,102.0,0.5,-1.7,-7.8,-3.5,5.2,-4.9
CSc1ccc(/C=N/NC(=O)CN2CCN(Cc3ccc(C)cc3)CC2)cc1,-4.1,-0.9,-6.8,96.0,-1.7,-3.0,4.7,4.2,-1.9,-16.1
